Screening data from PubChem BioAssay.
PAFAH2 inh: PAFAH2 enzyme inhibitors, primary screen, biochemical, fluorescence polarization, human; recombinant PAFAH2, FP-rhodamine activity probe; inhibition, % at 3.39 µM; 340,000 tested, 0.99% active;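 active = inhibition above the mean over all tested compounds plus 3 SD, cut at about 30% in these data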;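 note: inhibitors block probe labeling of enzyme so polarization drops; 0% = enzyme with DMSO and 100% = wells lacking PAFAH2 protein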
PAFAH1B3 FP inh: PAFAH1B3 enzyme inhibitors, primary screen, biochemical, fluorescence polarization, human; Platelet-activating factor acetylhydrolase IB subunit alpha1 (Homo sapiens), Q15102; recombinant PAFAH1B3, FP-rhodamine probe; inhibition, % at 3.39 µM; 340,000 tested, 0.28% active;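 active = inhibition above the screen-wide average of all tested compounds plus 3 SD, cut at about 25% in these data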;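 note: 0% = enzyme with DMSO only and 100% = wells lacking PAFAH1B3 protein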
Target sequence (Q15102 whole entry, looked up): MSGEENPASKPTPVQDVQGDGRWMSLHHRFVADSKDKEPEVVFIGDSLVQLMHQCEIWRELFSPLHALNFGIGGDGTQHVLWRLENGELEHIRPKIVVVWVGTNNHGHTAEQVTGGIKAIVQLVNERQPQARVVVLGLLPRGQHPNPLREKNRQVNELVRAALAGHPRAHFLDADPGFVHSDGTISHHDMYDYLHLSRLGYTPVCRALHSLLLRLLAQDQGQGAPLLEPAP
PAD4 FP inh: human PAD4 inhibitors, primary screen, biochemical, fluorescence polarization, 1536-well format. AID 485272, 2010. inhibition, % at 6.36 µM. 330,000 tested, 0.41% active. recombinant PAD4, RCA probe fluorescence polarization;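 active = percent inhibition above a cutoff equal to the mean of all tested compounds plus 3 SD, cut at about 15% in these data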;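 note: 0% = PAD4 with RCA probe and DMSO and 100% = probe without PAD4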
PAFAH1B2 FP inh: PAFAH1B2 enzyme inhibitors, primary screen, biochemical, fluorescence polarization, human. Platelet-activating factor acetylhydrolase IB subunit alpha2 (Homo sapiens), P68402. recombinant PAFAH1B2, FP-rhodamine activity probe. inhibition, % at 3.39 µM. 340,000 tested, 1.2% active. AID 492953, 2010;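 active = inhibition above the mean of all tested compounds plus 3 SD, cut at about 24% in these data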;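 note: 0% = enzyme with DMSO and 100% = wells lacking PAFAH1B2; many of its hits are not listed in these tables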
Target sequence (P68402 whole entry, looked up): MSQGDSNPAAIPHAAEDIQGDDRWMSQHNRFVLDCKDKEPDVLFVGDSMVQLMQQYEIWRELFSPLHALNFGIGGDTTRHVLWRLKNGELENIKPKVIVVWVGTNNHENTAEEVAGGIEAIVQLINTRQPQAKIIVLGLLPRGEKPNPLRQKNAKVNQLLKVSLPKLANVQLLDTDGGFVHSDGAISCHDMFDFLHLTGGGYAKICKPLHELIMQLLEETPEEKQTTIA
PME-1 primary: PME-1 inhibitors via competitive probe labeling, primary screen, biochemical, fluorescence polarization, FP-Rh probe, HTS. recombinant PME-1. inhibition, % at 5.9 µM. AID 2130, 2009. Protein phosphatase methylesterase 1 (Homo sapiens), Q9Y570. 320,000 tested, 0.53% active;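 active = inhibition above the campaign mean of all compounds plus 3 SD, cut at about 26% in these data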;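 note: competitive labeling of PME-1 active site by serine hydrolase directed probe; 0% = PME-1 with DMSO and 100% = wells lacking PME-1 enzyme; inhibitors block probe labeling so polarization falls and inhibition rises; many of its hits are not listed in these tables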
pPAFAH inh: pPAFAH enzyme inhibitors, primary screen, biochemical, fluorescence polarization, human | Platelet-activating factor acetylhydrolase (Homo sapiens), Q13093 | recombinant pPAFAH, FP-rhodamine probe fluorescence polarization | inhibition, % at 3.39 µM | 330,000 tested, 1.5% active;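 active = inhibition above the mean inhibition across the screen plus 3 SD, cut at about 25% in these data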;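 note: inhibitors block binding of the rhodamine activity-based probe so polarization drops; 0% = enzyme with DMSO and 100% = wells lacking pPAFAH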
Fam108B inh: mouse Fam108B serine hydrolase inhibitors, primary screen, counter-screen for RBBP9 inhibitor project, biochemical, fluorescence polarization | inhibition, % at 9.51 µM | AID 1947, 2009 | recombinant Fam108B, FP-Rh probe fluorescence polarization | 300,000 tested, 0.33% active;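 active = inhibition above the screen mean inhibition plus 3 SD, computed separately per campaign, cut at about 18% in these data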;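 note: inhibitors lower polarization as less probe binds the enzyme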
LYPLA1 counter: LYPLA1 inhibitors, primary screen, counter-screen for PME1 inhibitor project, biochemical, fluorescence polarization, FP-Rh probe ABPP; Acyl-protein thioesterase 1 (Homo sapiens), O75608; recombinant LYPLA1; inhibition, % at 5.9 µM; 320,000 tested, 0.16% active; AID 2174, 2009;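 active = inhibition above the mean of all tested compounds plus 3 SD, set per campaign, cut at about 14% in these data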;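 note: inhibitors block serine hydrolase probe labeling of LYPLA1 so polarization falls; 0% = enzyme with DMSO and 100% = wells lacking LYPLA1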
Target sequence (O75608 whole entry, looked up): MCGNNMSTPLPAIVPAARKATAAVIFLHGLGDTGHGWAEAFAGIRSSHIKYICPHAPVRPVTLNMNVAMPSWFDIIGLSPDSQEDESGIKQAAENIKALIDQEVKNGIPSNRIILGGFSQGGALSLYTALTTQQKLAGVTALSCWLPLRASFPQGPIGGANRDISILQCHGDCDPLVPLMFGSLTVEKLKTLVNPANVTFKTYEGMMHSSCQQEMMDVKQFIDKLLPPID
GSTO1 counter: inhibitors of recombinant GSTO1, primary screen, counter-screen for RBBP9 inhibitor project, biochemical, fluorescence polarization; Glutathione S-transferase omega-1 (Homo sapiens), P78417; activity-based probe fluorescence polarization; inhibition, % at 5.96 µM; 300,000 tested, 1.1% active; AID 1974, 2009;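 active = inhibition above the campaign mean inhibition plus 3 SD, cut at about 35% in these data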;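 note: 0% = GSTO1-1 with DMSO and 100% = wells lacking GSTO1-1 enzyme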
Target sequence (P78417 whole entry, looked up): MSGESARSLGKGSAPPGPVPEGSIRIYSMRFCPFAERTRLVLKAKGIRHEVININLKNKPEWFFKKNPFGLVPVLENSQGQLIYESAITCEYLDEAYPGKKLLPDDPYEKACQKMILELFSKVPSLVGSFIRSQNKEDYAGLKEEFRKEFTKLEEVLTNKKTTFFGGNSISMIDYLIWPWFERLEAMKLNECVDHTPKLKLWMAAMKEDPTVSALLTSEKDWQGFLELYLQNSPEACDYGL
Active calls of the source: *; . = no result given. An excerpt, so the mix of outcomes need not match the whole.

SMILES	PAFAH2 inh	PAFAH1B3 FP inh	PAD4 FP inh	PAFAH1B2 FP inh	PME-1 primary	pPAFAH inh	Fam108B inh	LYPLA1 counter	GSTO1 counter
O=C(COc1ccccc1)Nc1ccc(OC(F)(F)C(F)F)c(NC(=O)COc2ccccc2)c1	6	1	2	7	2	6	0	7	-2
COc1ccc(-c2nn(-c3ccccc3)cc2/C=C(\C#N)C(N)=O)cc1[N+](=O)[O-]	-81	0	-6	-5	-16	0	-24	-4	4
CCc1ccc(NC(=O)C(C)OC(=O)c2ccc(-n3cnnn3)cc2)cc1 (stereo not drawn)	0	0	2	-2	1	1	-5	1	-10
COc1ccc(-c2c(-c3ccsc3)oc3ccc(N4CCOCC4)cc23)cn1	9	10	-1	-1	0	11	-3	2	6
CSCCC1NC(=S)N(Cc2ccccc2)C1=O (stereo not drawn)	-11	5	-2	9	-2	0	2	0	0
CC(=O)N1CCc2cc(S(=O)(=O)CCC(=O)O)ccc21	-1	4	1	-5	0	0	8	0	6
COc1ccc(CCN(C)C(=O)CSc2nccn2C)cc1OC	-5	8	-7	9	-1	2	-4	-2	-1
CCc1ccccc1NC(=O)C1CCCN1C(=O)NCc1ccccc1 (stereo not drawn)	14	-9	-2	-1	2	-4	1	2	3
Cc1cc(C)cc(Oc2nc3c(C)cccn3c(=O)c2/C=C(\C#N)C(=O)NC2CCS(=O)(=O)C2)c1 (stereo not drawn)	-1	-1	1	-4	0	5	2	3	-1
CS(=O)(=O)N1CCc2cc(C(=O)N3CCCCC3)ccc21	-10	4	-5	3	-1	6	-2	0	11
O=C1/C(=N/n2cnnc2)c2ccccc2N1Cc1ccccc1	.	.	-4	.	-4	4	-1	2	-5
CCC(=O)Nc1c2c(nc3c1CCC3)CCCC2	-1	8	-1	-3	3	0	-4	-1	-7
Cc1nn(C)cc1CN1CCCC(C(=O)c2ccc(-c3ccccc3)c(F)c2)C1 (stereo not drawn)	-6	2	2	3	-1	5	2	-2	2
COc1ccc(C(=O)CSc2nnc(Cn3nnc4ccccc43)n2C)cc1	-4	15	-3	0	-4	-8	-5	-3	20
CCC(NC(=O)CCc1c(C)c2cc3c(-c4ccccc4)coc3cc2oc1=O)C(=O)O (stereo not drawn)	3	13	7	3	-3	6	-1	-3	-30
Cc1nc2nc(Cc3ccccc3)[nH]n2c(=O)c1Cl	29	3	-1	-2	-2	5	0	-2	-2
Cc1ccc(N(C(C)C(=O)N2CCCC2)S(C)(=O)=O)cc1 (stereo not drawn)	-5	4	8	1	-5	-7	-3	-2	-4
CC(=O)NCCC(=O)NCc1ccc(F)cc1	4	9	-6	0	-5	-7	-5	-2	-6
Cc1ccc(S(=O)(=O)c2nc(S(C)(=O)=O)sc2N2CCCCC2C)cc1 (stereo not drawn)	22	2	-5	11	6	-1	2	-1	-10
CC(C)(C)NC(=O)NC(=O)COC(=O)Cc1c(F)cccc1Cl	4	5	1	2	-2	2	4	0	8
COc1ccc(Nc2nc(CN3CCOCC3)nc3sc4c(c23)CCC(C)C4)cc1OC (stereo not drawn)	.	.	6	.	0	2	4	1	-4
O=[N+]([O-])c1ccccc1OCCOc1ccccc1[N+](=O)[O-]	-5	-13	-3	-2	-4	1	-3	-1	4
Cc1cc(NC(=O)CCC(=O)N(CC(=O)NCC2CCCO2)c2ccc3c(c2)OCCO3)no1 (stereo not drawn)	0	0	-1	-3	-10	-10	0	-1	7
CNC(=O)Cn1c(C)cc(=O)c2cccc(OC)c21	.	.	3	.	3	0	0	-1	-7
Cc1ccc2c(C)c(C(=O)Nc3nnc(C)s3)oc2c1	1	-4	1	-5	-5	-2	7	-8	4
CCOC(=O)N1CCN(C(=O)CSCC(=O)N=c2sc3ccccc3n2C)CC1	0	-5	5	-1	3	5	1	4	13
O=C(CCCN1C(=O)c2ccccc2C1=O)NCC1CCCO1 (stereo not drawn)	-6	8	-4	4	-1	0	1	1	1
Cc1ccc(Nc2nc(-c3ccccc3)c(CC(=O)O)s2)cc1	6	3	-6	6	6	2	-6	-1	-5
COc1ccc(-c2nc(CN3CCCCC3CCc3ccccn3)c(C)o2)cc1 (stereo not drawn)	4	9	-2	2	-3	4	-2	-1	10
CCN(CC)S(=O)(=O)c1cc(C(=O)NC2CCCCC2)ccc1C	0	3	0	1	0	3	6	1	-2
Clc1ccc(-n2ncc3c(NCc4cccnc4)ncnc32)cc1Cl	-2	6	-2	2	5	3	1	2	1
O=C(O)c1ccc(NCc2ccc3c(c2)OCO3)cc1	2	-2	-2	25*	3	-4	5	-2	1
CCC(=O)c1ccc(OCC(=O)N(CC)CC(=O)Nc2ccccc2OC)cc1	0	1	3	3	4	3	.	-2	.
O=C(CSc1cccc[n+]1[O-])N1CCc2ccccc21	-3	1	-4	-4	7	-2	-4	4	-6
Cc1nc(C)c(C(=O)Nc2nc3c(C)cccc3s2)o1	17	10	-8	3	6	30*	13	-9	-6
COc1cccc(-c2cc(C(=O)Nc3cc(OC)c(OC)c(OC)c3)no2)c1	-5	-4	-1	3	4	10	2	-6	-2
C[C@H](CO)N1C[C@H](C)[C@@H](CN(C)S(=O)(=O)c2ccccc2)Oc2c(NC(=O)c3ccncc3)cccc2C1=O	-6	1	2	-4	.	-1	.	.	.
O=C(O)CCCC(=O)Nc1cccc(C(F)(F)F)c1	4	2	-4	5	-3	2	-1	1	2
Cc1ccc(OCC(=O)Nc2nc(C)c(Cl)cc2Cl)c([N+](=O)[O-])n1	-3	1	-3	4	-2	1	.	1	.
CCNC(=S)N/N=C/c1cccc(OCc2c(F)cccc2Cl)c1	-11	-7	2	-1	-24	15	-19	-14	-3
Cc1cc(Cl)ccc1OCCCC(=O)NCCCn1ccnc1	6	5	0	3	3	1	-2	-1	8
COc1ccc(N2CC(C(=O)N[C@@H](C)C(=O)N3CCCCC3)CC2=O)cc1 (stereo partly drawn)	2	6	0	-2	6	1	-2	0	3
CCc1noc(C)c1C(=O)N1CCN(S(=O)(=O)c2ccc(Br)cc2Cl)CC1	-1	0	-3	3	5	-2	-1	1	4
CN1CCN(c2ccc(NC(=O)c3ccc(-c4ccc(Br)cc4)o3)cc2)CC1	2	6	-6	3	30*	12	16	1	13
O=C(CCCn1ncn2c(cc3occc32)c1=O)NCc1ccccc1F	3	14	3	2	10	1	0	0	4
Cc1c(C(=O)O)oc2c(F)cccc12	.	.	-6	.	-4	1	0	1	-1
Cc1noc(C)c1NC(=O)N(C)C[C@H]1Oc2ccc(NC(=O)CCN3CCOCC3)cc2C(=O)N([C@H](C)CO)C[C@@H]1C	-4	6	4	7	.	7	.	.	.
C[C@@H]1CC=C[C@H]2[C@H]1C(=O)N(Cc1ccccc1)[C@H]2c1ccc(Br)cc1F	3	-3	-2	-5	-5	2	0	-8	-2
COc1ccc(C2=NN(CC(=O)Nc3cc(C)ccc3C)C(=O)CC2)cc1	-7	1	-6	-5	4	4	-3	2	-4
CC[C@@]12C(=O)N(c3cccc(Br)c3)C(=O)N1[C@H](c1ccc(OC)cc1)[C@@H]1C(=O)N(C(C)(C)C)C(=O)[C@@H]12	-5	17	-8	6	-3	6	2	1	1
CCOC(=O)c1c(NC(=O)C2=C(C)NC(=S)NC2c2ccc(F)cc2)sc(C)c1C (stereo not drawn)	-7	-2	-2	-3	-6	7	-4	-5	1
CCOc1ccc2ncc(S(=O)(=O)c3ccccc3)c(N3CCC4(CC3)OCCO4)c2c1	.	.	-3	.	-3	1	-3	-8	-2
CN(CC(=O)Nc1ccc(Cl)c(C(F)(F)F)c1)CC(=O)NC1CCCCC1	3	-5	4	-2	1	5	.	-2	.
Cc1noc(C)c1C(=O)NC1CCCc2ccccc21 (stereo not drawn)	2	0	-2	4	1	4	0	1	-5
COc1ccccc1NC(=S)NCCc1ccccc1	-1	3	-1	3	-6	0	9	-4	11
CCOc1cc(C2NC(=O)NC(C)=C2C(=O)OC(C)CC)cc(Br)c1O (stereo not drawn)	-4	-2	4	0	0	1	3	4	-28
CCOc1cc(-n2cnnn2)c(OCC)cc1NC(=O)c1cnccn1	-7	1	-3	4	1	8	-3	0	-3
c1ccc2c(NC3=NCCCCS3)cccc2c1	1	6	0	4	-2	1	0	-3	-1
COc1ccc(CC(=O)N2CCN(S(=O)(=O)c3cccs3)CC2)cc1OC	-3	9	-1	0	8	3	-2	1	-7
CCOC(=O)c1c(NC(=S)NC(=O)c2cnn(CC)c2)sc2c1CCC(C)C2 (stereo not drawn)	12	-3	0	2	-7	2	-3	5	2
Following part:
SMILES	PAFAH2 inh	PAFAH1B3 FP inh	PAD4 FP inh	PAFAH1B2 FP inh	PME-1 primary	pPAFAH inh	Fam108B inh	LYPLA1 counter	GSTO1 counter
COc1ccc(OC)c(NC(=O)CSc2nnc(-c3ccco3)n2-c2ccccc2)c1	0	2	0	0	6	-3	2	-1	1
O=C(N/N=C/c1ccco1)C1CC1	-5	-7	5	0	-1	-1	2	-4	-5
C#CCOCCOCCOCCNc1nc(N2CCN(C(=O)Cn3cc(CCCCN)nn3)CC2)nc(N2CCN(C(=O)[C@H]([C@@H](C)CC)n3cc(CCCN=C(N)N)nn3)CC2)n1	-5	-3	2	5	4	5	-1	2	3
O=C(CNS(=O)(=O)c1ccc(Br)s1)NCc1ccc2c(c1)OCO2	12	-3	-1	8	-1	-3	-4	-3	-3
COC(=O)c1scc(C)c1N/N=C(\C)c1cc(F)c(Cl)cc1F	2	-4	2	-5	4	5	3	1	2
Cc1cc(C)c(C)c(S(=O)(=O)NCCCN2CCCC2=O)c1C	6	6	-3	8	4	8	0	-2	0
O=C1N[C@H](Cc2ccccc2)COC(=O)[C@H](Cc2ccc(F)cc2)CC/C=C/C[C@H]1CC(=O)N(CCO)Cc1ccccc1	4	4	1	3	.	6	.	.	.
COC(CNc1ncnc2c1cnn2C)OC	-4	4	1	1	0	4	-3	-4	1
O=C(Nc1nc(-c2ccc3c(c2)OCCO3)cs1)C1CCCC1	-1	5	2	4	6	8	1	2	-1
c1cncc(-c2nc3cc4ccccc4cc3[nH]2)c1	-12	15	-5	1	-12	10	7	-13	-15
NCCNCCNCCN	0	3	0	2	3	-5	-2	1	2
Cc1ccnc(NC(=O)CCC(=O)N(CC(=O)NC2CCCCC2)c2ccc3c(c2)OCO3)c1	7	2	-2	1	-1	-1	2	2	1
CCc1ccc(NC(=O)c2ccc(C3SCC(=O)N3CCc3ccccc3)cc2)cc1 (stereo not drawn)	2	0	-1	4	-15	1	-12	-11	-15
CCC(c1nnnn1Cc1ccccc1)N1CCN(c2ccccc2)CC1 (stereo not drawn)	-6	1	-3	1	-2	-3	4	0	2
Cc1nn(CC(=O)NCc2ccc(OC(C)C)cc2)c(=O)c2cc3occc3n12	.	.	0	.	-2	3	1	-4	-2
